# MBNL1-CUG inh – MBNL1-poly(CUG) RNA binding inhibition. Q9NR56. TR-FRET MBNL1-His/biotin-(CUG)12 binding, 665/545 ratio. Potency, µM (highest dose often 57.5 µM), inactives show at the highest dose activity change, negative = inhibition, most hits filed as inhibitors. 0.036% of 280,000 active. AID 2675; active = well fitted inhibition curve with a large enough effect in the signal ratio, with a control signal flat, not every such curve was filed as active; inconclusive = small, poorly fitted or top-dose-only effect, or effect the other way, or a change in a side signal; inactive = no such curve, though single readings can be large or run the other way; the % refers to the signal ratio; also: potency is read from the fitted curve at half-maximal effect; % is scaled to controls: 0 for no effect and ±100 for the full control effect
#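 Compounds (final 92 nM to 58 uM) are added to His-tagged MBNL1 and biotin-(CUG)12, then terbium anti-His antibody and streptavidin-XL665 (5 nM final). After 60 min at room temperature, the 665/545 nm ratio is read.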
# FLuc modulator – firefly luciferase modulation, counter-screen for miR-21 project. P08659. purified FLuc, Km substrates, luminescence inhibition. Potency, µM (series often up to 57.5 µM), inactives show top-dose activity change, negative = inhibition, actives largely listed as inhibitors. 6.9% of 360,000 active. AID 588342;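 also: potency is read from the fitted curve at half-maximal effect; plate controls were vehicle for no effect and reference inhibitor for full effect; nearly all actives have a fitted effect of over 55% in size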
# Target sequence (P08659 whole entry, looked up): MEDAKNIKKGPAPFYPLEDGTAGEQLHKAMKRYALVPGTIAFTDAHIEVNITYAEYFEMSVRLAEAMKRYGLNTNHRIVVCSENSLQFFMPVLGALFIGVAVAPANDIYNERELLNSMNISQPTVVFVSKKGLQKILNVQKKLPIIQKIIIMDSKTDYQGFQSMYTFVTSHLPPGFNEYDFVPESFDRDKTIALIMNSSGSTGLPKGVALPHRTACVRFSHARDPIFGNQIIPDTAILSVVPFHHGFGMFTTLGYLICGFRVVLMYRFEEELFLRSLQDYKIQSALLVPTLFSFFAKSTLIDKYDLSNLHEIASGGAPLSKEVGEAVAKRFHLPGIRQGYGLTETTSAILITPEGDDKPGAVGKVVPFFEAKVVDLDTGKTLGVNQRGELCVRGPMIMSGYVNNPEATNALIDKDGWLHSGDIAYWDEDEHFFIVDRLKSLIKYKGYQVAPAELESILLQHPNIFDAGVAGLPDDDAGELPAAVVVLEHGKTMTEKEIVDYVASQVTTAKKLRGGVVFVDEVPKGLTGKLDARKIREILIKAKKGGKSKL
#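 Biochemical qHTS of compounds, final roughly 60 µM downward over six points, against 10 nM purified firefly luciferase using Km concentrations of substrates (10 uM D-luciferin, 10 uM ATP) in Tris acetate pH 7.5 buffer; luminescence output.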
# Mito fusion yeast – blocks mitochondrial division or promotes mitochondrial fusion | 0.23% of 320,000 active | S. cerevisiae fusion-defective mutant growth rescue, CellTiterGlo 48 h | Potency, µM (highest dose often 46.1 µM), for the others: at the highest dose growth rescue (activation), usual class: activators | AID 485298;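 also: potency is read from the fitted curve at half-maximal effect; % of control where 0% means no effect; nearly all actives have a fitted effect of over 45% in size; temperature-sensitive fusion mutants such as fzo1-1 at 37 °C on non-fermentable ethanol glycerol medium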
#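 Yeast fusion mutant, YPEG (non-fermentable carbon), compound, 48 h at 37C non-permissive; CellTiterGlo added, 10 min RT, luminescence read. Rescued growth = division inhibition.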
# PKM2 activator – activators of human pyruvate kinase M2; purified PKM2, Kinase-Glo ATP luminescence, activation; response scale: 0% is enzyme alone, no compound; Potency, µM (doses to about 57.5 µM), for the others: at the highest dose activation, most hits filed as activators; 0.34% of 260,000 active; AID 1631; also: potency is read from the fitted curve at half-maximal effect; % is scaled to controls: 0 for no effect and ±100 for the full control effect; nearly all actives have a fitted effect of over 55% in size
# Target sequence (P14618 whole entry, looked up): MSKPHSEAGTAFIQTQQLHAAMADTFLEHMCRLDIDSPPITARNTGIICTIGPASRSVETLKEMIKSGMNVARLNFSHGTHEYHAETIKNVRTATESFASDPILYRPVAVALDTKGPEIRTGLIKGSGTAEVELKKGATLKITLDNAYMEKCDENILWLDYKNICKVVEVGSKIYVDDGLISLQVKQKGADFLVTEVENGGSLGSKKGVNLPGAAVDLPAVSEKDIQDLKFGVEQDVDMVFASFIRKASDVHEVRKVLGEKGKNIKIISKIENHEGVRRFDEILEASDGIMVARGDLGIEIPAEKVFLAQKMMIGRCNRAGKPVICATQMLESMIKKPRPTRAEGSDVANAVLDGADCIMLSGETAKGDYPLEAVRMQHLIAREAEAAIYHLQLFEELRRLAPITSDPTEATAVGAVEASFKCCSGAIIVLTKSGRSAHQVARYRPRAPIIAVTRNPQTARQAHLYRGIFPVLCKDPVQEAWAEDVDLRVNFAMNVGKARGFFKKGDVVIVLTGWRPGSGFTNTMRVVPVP
#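 hPK-M2, >95% pure; 0.1 mM ADP / 0.5 mM PEP final; imidazole pH7.2 buffer w/ 7 mM MgCl2, 50 mM KCl; 1 h RT; Kinase-Glo lum. Intermediate enzyme activity for dual inhibitor/activator qHTS.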
# KCNH2 3.1 block – inhibitors of human KCNH2 3.1 potassium channel isoform; U2OS KCNH2 3.1, thallium flux FluxOr; active compounds read low; activity change, % (tested at about 1.8 µM); 0.95% of 340,000 active; AID 720553;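 active = maximum activity change below -70%; inconclusive = maximum activity change from -70% to -50%; inactive = maximum activity change above -50%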;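 also: thallium influx rate constant from kinetic fluorescence after stimulation buffer; % is scaled to controls: 0 for no effect and ±100 for the full control effect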
#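 Thallium flux via FluxOr fluorescence (Red40 quencher, 45 min loading) in U2OS cells virally expressing the KCNH2 3.1 isoform (1.77 x 10^8 /mL virus, overnight at 37 C). Rate constants from 2-min kinetic reads post-stimulation, normalised to positive and negative controls.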
# RORg inh – inhibitors of mouse ROR gamma transcriptional activity. Drosophila S2 Gal4-RORgamma UAS-luciferase reporter, 20 h. 5.4% of 310,000 active. P51450. Potency, µM (top dose mostly 53.6 µM), for inactives: at the highest dose activity change, negative = inhibition, usual class: inhibitors; also: potency is read from the fitted curve at half-maximal effect; % is scaled to controls: 0 for no effect and ±100 for the full control effect; nearly all actives have a fitted effect of over 60% in size
#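 Stably transfected Drosophila Schneider cells are the test system, with ROR gamma fused to Gal4 and luciferase under UAS control; luminescence is read after 20 hr of 700 uM copper sulfate induction at ambient temperature.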
# Gal4-VP16 FLuc – inhibits Gal4-VP16 luciferase reporter, ROR gamma counter-screen | 3.5% of 310,000 active | Drosophila S2 Gal4-VP16 UAS-luciferase, luminescence, 20 h | Potency, µM (top dose mostly 53.6 µM), inactives show at the top dose activity, negative = inhibition, hits mostly inhibitors;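 also: Gal4-VP16 expression switched on by copper sulfate through the metallothionein promoter; potency is read from the fitted curve at half-maximal effect; % is scaled to controls: 0 for no effect and ±100 for the full control effect; nearly all actives have a fitted effect of over 50% in size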
# NPC1 prom act – activates the NPC1 promoter; Potency, µM (top dose mostly 9.22 µM), for inactives: top-dose activation, most hits filed as activators; AID 485313; 2.4% of 320,000 active; Huh7 NPC1 promoter luciferase reporter, 24 h;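 also: potency is read from the fitted curve at half-maximal effect; % of control where 0% means no effect; nearly all actives have a fitted effect of over 60% in size; reporter is driven by a mutant NPC1 promoter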
#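 Luciferase expression driven by the NPC1 promoter was measured in stably transfected Huh7 cells after a 24 h compound incubation, using a luciferase reagent and a luminescence read.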
# Rab9 promoter act – activates the Rab9 promoter | Huh7 Rab9 promoter-luciferase reporter, luminescence, 24 h | Potency, µM (doses to about 9.22 µM), for the others: at the highest dose activation, negative = inhibition, actives largely listed as activators | 2.8% of 320,000 active | AID 485297; also: potency is read from the fitted curve at half-maximal effect; % of control where 0% means no effect; nearly all actives have a fitted effect of over 60% in size
#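 Measured in stably transfected Huh7 cells bearing a Rab9 promoter–luciferase construct: 24 h compound treatment at 37 °C, followed by luminescence detection.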
# ELG1 repair inh – ELG1-dependent DNA repair inhibition; HEK293T ELG1-luciferase reporter, luminescence, 16 h; DNA damage induced by 5-fluorouridine; Potency, µM (series often up to 46.1 µM), without a hit: at the top dose activity change, negative = inhibition, most hits filed as inhibitors; 2.3% of 330,000 active; AID 504467; also: potency is read from the fitted curve at half-maximal effect; % is scaled to controls: 0 for no effect and ±100 for the full control effect; nearly all actives have a fitted effect of over 55% in size
#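 Reporter activity after DNA damage by 5-fluorouridine is monitored. Compound-treated cells incubate 16 hr at 37 °C, then ONE-Glo is added for 30 min before luminescence reading.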
# Menin MLL FP TR – displaces Texas Red mutant MLL peptide from human menin; Potency, µM (doses to about 61.6 µM), for the others: at the top dose FP activity change, negative = inhibition, usual class: inhibitors; Menin + Texas Red MLL mutant peptide, fluorescence polarization; O00255; 0.23% of 270,000 active; active = well fitted inhibition curve with a large enough effect in the polarisation, with a control signal flat, not every such curve was filed as active; inconclusive = small, poorly fitted or top-dose-only effect, or effect the other way, or a change in a side signal; inactive = no such curve, though single readings can be large or run the other way; the % refers to the polarisation; also: potency is read from the fitted curve at half-maximal effect; % of control where 0% means no effect; many of its hits are not listed in these tables
# Active calls of the source: *; ? = inconclusive; . = no result given; [ ] = remark or other dose. Unless noted, calls follow the shape of the dose curve; as a rule, active = well fitted curve in the direction sought with a large enough effect; inconclusive = small, poorly fitted or top-dose-only effect, or another doubt; inactive = no such curve, though single readings can be large; an effect the other way counts as inactive or inconclusive. Some of the compounds tested; the hit share may differ from the screen's.
SMILES,MBNL1-CUG inh,FLuc modulator,Mito fusion yeast,PKM2 activator,KCNH2 3.1 block,RORg inh,Gal4-VP16 FLuc,NPC1 prom act,Rab9 promoter act,ELG1 repair inh,Menin MLL FP TR
Cc1cccc(NC(=O)CCNC(=O)c2ccc(Br)cc2)c1C,-1%,4%,-5%,.,5,-2%,4%,-2%,-3%,-4%,-17%
CNC(=O)NC(=S)NC(=O)c1cccc(Cl)c1,-6%,-13%,6%,-1%,10,14µM*,9%[10 µM],0%,-3%,15%,-1%
O=C(COc1ccccc1)NCC(c1ccco1)N1CCN(c2ccccc2)CC1 (centres undefined),.,-1%,-5%,.,2,.,.,-6%,-1%,-5%,.
O=C(COC(=O)C1CCN(S(=O)(=O)c2ccccc2C(F)(F)F)CC1)NCc1ccc(F)cc1,-5%,6%,0%,24%,.,?,2%,0%,-5%,7%,-3%
COc1cc2c(cc1OC)C1O[C@](CCCCN3C(=O)c4ccccc4C3=O)(C2)OC2=C1C(=O)c1ccccc1C2=O,10%[11.5 µM],-3%[11.5 µM],0%[9.22 µM],1%[11.5 µM],.,31%[10 µM],-6%[10 µM],7%[1.84 µM],6%[1.84 µM],.,3%[11.7 µM]
CCOC(=O)/C=C(\C)Sc1cc(=O)oc2ccccc12,?,-4%,17%,3%,-8,2%,24%,-8%,-1%,-24%,-12%
O=C(NCc1ccccc1)C(c1ccc(O)cc1)N(C(=O)Cn1nnc(-c2cccs2)n1)c1ccc2c(c1)OCCO2 (centres undefined),-2%,1%,-2%,5%,3,10%,-1%,-2%,-1%,?,-28%
O=C(O)C1C2C=CC(C2)C1C(=O)Nc1cccc(F)c1 (centres undefined),1%,4%,3%,4%,-12,-10%[0.365 µM],.,-2%,-6%,3%,17%
COc1ccc(C(=O)Cn2c(Br)nc3c2c(=O)n(C)c(=O)n3C)cc1OC,16%,5%,-4%,-2%,15,-3%,0%,-4%,-6%,-29%,2%
COc1ccc(/C=C2/SC(=S)N(NS(=O)(=O)c3ccc(C)cc3)C2=O)cc1,0%,-14%,7%,.,0,-13%,5%,-2%,-3%,8%,?
Nc1nsnc1C(=O)NCCO,-1%,-10%,-9%,-13%,10,1%,-10%,3%,6%,?,-11%
Cc1ccc(Cl)cc1N1CCN(C(=O)C2CCN(S(=O)(=O)c3c(C)nn(C)c3C)CC2)CC1,1%,1%,3%,1%,4,?,-8%,-2%,1%,18µM*,-10%
N#Cc1cccnc1N1CCN(C(=O)c2cccc3c2C(=O)c2ccc(Cl)cc2S3(=O)=O)CC1,.,-2%,-2%,.,-11,.,.,-7%,-3%,?,.
CCC1(c2ccccc2)NC(=O)N(CC(=O)NNC(=O)c2ccoc2C)C1=O (centres undefined),.,4%,3%,.,-3,.,.,-3%,-1%,-1%,.
CC(C)C[C@H](NC(=O)c1[nH]cnc1C(=O)N[C@@H](C)C(=O)OC(C)(C)C)C(=O)OCc1ccccc1,-3%,-1%,-41%[inhibitor],-3%,10,16µM*,?,-4%,-3%,-14%,.
O=C(NC(=S)Nc1ccccc1Br)c1ccc2c(c1)OCO2,2%,9.5µM*,-5%,-4%,1,4.5µM*,8.9µM*,?,11%,?,.
Nc1ccccc1-c1nc2ccccc2[nH]1,9%,12µM*,5%,2%,-8,-6%,-7%,4µM*,6.3µM*,?,10%
COc1ccc(N2CCN(C(=O)c3cc(-c4ccc(F)cc4)[nH]c3C)CC2)cc1,-9%,6%,7%,.,-83*,44%,1%,2%,-1%,-25%,8%
Cc1cc2nccc(-c3ccc(Cl)c([N+](=O)[O-])c3)n2n1,?,-1%,21%,-1%,13,-7%,15%,-5%,-2%,3%,12%
O=C(NCCCNC(=O)c1cc(Cl)ccc1Cl)c1cnccn1,-1%,-2%,7%,.,16,3%,0%,-6%,4%,?,-1%
O=C(Nc1ccn(-c2ccccc2)n1)c1ccc(S(=O)(=O)N2CCCCCC2)cc1,2%,0%,12%,-2%,-84*,-3%,-2%,-10%,-10%,5.2µM*,11%
CCNC(=S)NCCN1CCCCC1,-1%,3%,-2%,0%,-1,-29%,3%,0%,-1%,8%,12%
CCOc1cc(C(=S)N2CCOCC2)ccc1OS(=O)(=O)c1ccccc1,1%,-1%,-1%,2%,-2,29%,-20%,-3%,-4%,?,1%
Cc1cc(N/C=C/C(=O)c2cccc3ccccc23)no1,?,?,4%,-10%,-10,35%,3%,3%,15%,23%,3%
Cc1ccc(S(=O)(=O)N[C@H](C(=O)N2CCC(C(=O)N[C@@H](CCC(N)=O)C(=O)O)CC2)C(C)C)cc1,-1%,1%,1%,-4%,-2,-22%,-3%,2%,-2%,10%,-8%
Cc1nc(-c2ccccc2)sc1C(=O)Nc1ccc(S(N)(=O)=O)cc1,57%[activator],-1%,-26%,.,-9,16%,-7%,-5%,0%,?,?
COc1ccc(NC(=O)OC(C)C)cc1,-2%,12µM*,2%,-18%,-5,-26%,-14%,2µM*,2.2µM*,?,-13%
CCN(CC)CC(O)Cn1c(-c2ccccc2Cl)nc2ccccc21 (centres undefined),2%,1%,-6%,-6%,-8,0%,-4%,-25%,-2%,?,.
Cc1ccc(S(=O)(=O)N2CCCCC2C(=O)Nc2nncs2)cc1 (centres undefined),-3%,3%,0%,-19%,9,4%,-22%,-4%,1%,-5%,.
CCc1nc2ccccc2c(C(=O)OCC(=O)Nc2cccc(S(=O)(=O)NC3=NCCCCC3)c2)c1C,4%,-2%,1%,-1%,0,?,?,-12%,-26%,13µM*,.
CN(CC(=O)NCc1ccc(F)cc1)Cc1cccc(Cl)c1,4%,0%,2%,.,6,-11%,14%,-2%,4%,1%,-17%
COc1ccc(NC(=O)COC(=O)CCOc2ccccc2C)cc1Cl,.,2%,-3%,.,-20,.,.,-1%,-4%,7%,.
COc1c(N2CCN[C@H](C)C2)c(F)cc2c(=O)c(C(=O)O)cn(C3CC3)c12,?,-2%,0%,-2%,2,0%,-5%,1%,-2%,-12%,1%
COCC(=O)Nc1cc([N+](=O)[O-])ccc1C,20%,6%,-1%,5%,7,1%,-2%,2%,-1%,-5%,14%
COc1ccc(S(=O)(=O)N2CCN(C(=O)NCc3ccccc3)CC2)cc1,6%,4%,3%,7.1µM*,.,17%,2%,1%,15%,?,-7%
C=C(C)C(=O)OC1(C(F)(F)F)Oc2cc(C)ccc2NC1=O (centres undefined),0%,1%,-1%,-1%,-6,14µM*,?,-15%,-2%,?,-24%
C=CCNC(=O)c1sc(SC)cc1-c1ccc(Cl)cc1,57%[activator],5%,13%,-7%,-20,29%,3%,-1%,-4%,-6%,-13%
CCOC(=O)/C(C#N)=C/c1ccc(OC(=O)c2ccccn2)cc1,?,-17%,-1%,-15%,-28,?,?,-1%,-3%,14%,-18%
Cc1ccc(OCC(=O)Nc2cccc(S(=O)(=O)N3CCCCCC3)c2)c([N+](=O)[O-])n1,8%,-15%,12%,0%,7,24%,-17%,-7%,-1%,?,?
O=[N+]([O-])c1ccc(O)c(C=Nc2ccc3c(c2)OCCO3)c1,-7%,?,2%,-9%,-2,-40%,-30%,6%,1%,?,-1%
CCOc1ccc(CNc2ccc3c(c2)ncn3C)cc1,12%,-12%,11%,5%,6,3%,?,21%,19%,16%,-23%
Cn1cc([N+](=O)[O-])c(C(=O)Nc2ccc3c(c2)OCCO3)n1,?,17µM*,-10%,-57%,2,?,?,?,?,?,-28%
CCOc1ccc(C(=O)N2CCSC2=S)cc1,-1%,3%,-1%,1%,-2,10%,-14%,-3%,-2%,-1%,25%
CC(C)OC1(c2ccccc2)OC(=O)c2ccccc21 (centres undefined),6%,6%,-3%,4%,2,4%,4%,-5%,1%,-3%,.
Cc1ccc(C)n1NC(=O)c1ccco1,-1%,6%,-6%,2%,6,5%,0%,2%,-3%,-2%,-18%
O=C(CCc1ccccc1)NNC(=O)Nc1ccccc1,-9%,7%,6%,-2%,-8,0%,-4%,-2%,-8%,5%,12%
C(=C\c1cc(/C=C/c2ccccc2)ncn1)/c1ccccc1,-1%,12µM*,-4%,0%,-4,-3%,13%,7%,10%,?,?
COc1ccc2cc(C)c(SCC(=O)Nc3cc(C)on3)nc2c1,20%,2%,-3%,1%,6,-35%,-16%,-2%,-6%,-6%,19%
O=C(CC(=O)N/N=C/c1ccc(Cl)cc1Cl)NCc1ccccc1,-5%,5%,-2%,-2%,10,13%,2%,0%,-1%,6%,0%

# Source: PubChem
